FBW7 act: human FBW7 E3 ligase activation, primary screen | AlphaScreen FBW7–phospho-cyclin E peptide binding, activator screen | normalized activity (activation), % at 26.1 µM | hit rate 0.13% among 650,000 | AID 1259310; in the data active = normalized activity above about 1.9%;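 note: purified mutant Fbw7 with reduced substrate affinity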
Target sequence (Q969H0 whole entry, looked up): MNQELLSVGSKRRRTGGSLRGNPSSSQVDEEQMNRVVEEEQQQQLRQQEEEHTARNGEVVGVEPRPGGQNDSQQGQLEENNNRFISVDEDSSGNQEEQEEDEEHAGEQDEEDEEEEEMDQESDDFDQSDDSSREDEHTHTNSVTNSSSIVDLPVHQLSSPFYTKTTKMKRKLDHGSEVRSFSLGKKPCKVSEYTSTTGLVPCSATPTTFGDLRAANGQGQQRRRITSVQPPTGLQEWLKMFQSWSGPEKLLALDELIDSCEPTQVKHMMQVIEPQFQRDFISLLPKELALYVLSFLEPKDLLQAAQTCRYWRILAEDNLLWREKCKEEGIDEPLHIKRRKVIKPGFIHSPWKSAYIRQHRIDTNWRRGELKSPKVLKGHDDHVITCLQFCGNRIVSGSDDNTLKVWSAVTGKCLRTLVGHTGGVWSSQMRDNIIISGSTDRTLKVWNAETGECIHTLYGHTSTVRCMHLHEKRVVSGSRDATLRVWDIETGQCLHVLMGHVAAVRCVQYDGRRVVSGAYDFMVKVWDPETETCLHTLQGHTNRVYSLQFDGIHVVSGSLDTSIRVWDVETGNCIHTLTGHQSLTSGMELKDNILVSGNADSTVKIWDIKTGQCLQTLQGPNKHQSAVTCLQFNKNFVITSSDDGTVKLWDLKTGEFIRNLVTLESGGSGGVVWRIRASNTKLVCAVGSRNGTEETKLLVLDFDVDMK
MITF primary: human MITF inhibition, primary screen; O75030; AlphaScreen MITF homodimerization, bead proximity signal; inhibition, % at 2.6 µM; hit rate 0.91% among 650,000; in the data active = inhibition above about 50%;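 note: 0% = vehicle wells with protein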
GPR151 activ: human GPR151 activation | hit rate 1% among 650,000 | Q8TDV0 | PathHunter beta-arrestin GPR151 cells, luminescence | activation, % at 11.2 µM | AID 1508602; in the data active = activation above about 4.9%;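 note: 0% = median of compound wells and 100% = cells with positive control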
Target sequence (Q8TDV0 whole entry, looked up): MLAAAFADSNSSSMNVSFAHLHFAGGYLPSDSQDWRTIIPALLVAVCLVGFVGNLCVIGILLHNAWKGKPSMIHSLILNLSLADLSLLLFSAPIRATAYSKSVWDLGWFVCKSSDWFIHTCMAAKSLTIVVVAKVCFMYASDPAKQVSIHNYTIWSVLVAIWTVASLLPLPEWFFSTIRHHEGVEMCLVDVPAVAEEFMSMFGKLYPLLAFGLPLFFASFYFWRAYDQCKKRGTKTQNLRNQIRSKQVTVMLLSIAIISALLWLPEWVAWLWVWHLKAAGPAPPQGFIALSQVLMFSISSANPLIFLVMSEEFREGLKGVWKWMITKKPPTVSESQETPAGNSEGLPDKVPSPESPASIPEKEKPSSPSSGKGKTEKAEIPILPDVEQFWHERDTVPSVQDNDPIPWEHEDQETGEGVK
TEAD-YAP inh: TEAD-YAP interaction inhibition; inhibition, % at 9.12 µM; hit rate 1.4% among 640,000; AID 1259422; HEK-TIYL cells, TEAD-Gal4/YAP UAS-luciferase luminescence; in the data active = inhibition above about 32%;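 note: 0% = median of test compound wells and 100% = reference inhibitor wells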
The depositor's hits bear a star.

For COc1ccc(Nc2nc(C)cc(C)n2)cc1 the results were FBW7 act -0.1, MITF primary 3.9, GPR151 activ -1.8 and TEAD-YAP inh -37.4.
Screening FC(F)(F)c1ccc(Cn2cnc3c(NCc4cccnc4)nc(N4CCc5ccccc5C4)nc32)cc1 returned FBW7 act -0.1, MITF primary -2.4, GPR151 activ 3.7 and TEAD-YAP inh -4.1.
For Brc1ccc2c(c1)C1CC(c3ccccc3)=NN1C(c1ccc(OCc3ccccc3)cc1)O2 (stereo not drawn) the results were FBW7 act -0.1, MITF primary 0.8, GPR151 activ -4.1 and TEAD-YAP inh -24.7.
CC(=O)Oc1cc2c([N+](=O)[O-])c(C)oc2c2ccccc12 was read as FBW7 act -0.4, MITF primary 10.6, GPR151 activ -0.4 and TEAD-YAP inh 2.8.
`Cc1c(CCNC(=O)c2cccs2)sc2nc(-c3ccc(Cl)cc3)nn12` gave FBW7 act 0.4, MITF primary 6.2, GPR151 activ 2.5 and TEAD-YAP inh -39.9.
CCCCN(c1ccccc1)S(=O)(=O)c1cccc2nonc12 was read as FBW7 act -0.3, MITF primary -1.8, GPR151 activ 0.8 and TEAD-YAP inh 10.4.
CC(C)c1ccc(/C=C(/C#N)C(N)=O)cc1 was read as FBW7 act 0.7, MITF primary 6.4, GPR151 activ -0.4 and TEAD-YAP inh -12.6.
For O=C(CC1S\C(=N/N=C/C=C/c2ccccc2)NC1=O)Nc1ccc(Cl)cc1 (stereo not drawn) the results were FBW7 act -0.1, MITF primary -3.9, GPR151 activ -0.2 and TEAD-YAP inh 1.1.
Oc1cccc(/C=N/Nc2cc(N3CCCCC3)nc(N3CCCCC3)n2)c1 was read as FBW7 act 0.0, MITF primary -9.9, GPR151 activ -0.6 and TEAD-YAP inh 5.2.
`COc1ccc(C(c2nnnn2C(C)C)N2CCN(c3ccccc3)CC2)cc1` (stereo not drawn) gave FBW7 act 0.0, MITF primary -8.8, GPR151 activ 2.2 and TEAD-YAP inh -7.8.
`CC1=C(C(=O)N2CCN(c3ccccc3)CC2)C2(CCCCC2)OC1=O` gave FBW7 act 0.1, MITF primary 12.6, GPR151 activ -0.1 and TEAD-YAP inh 5.6.
Screening COc1ccccc1C(C(=O)NC1CCCCC1)N(C(=O)c1csnn1)C1CC1 (stereo not drawn) returned FBW7 act 0.2, MITF primary 1.9, GPR151 activ 1.5 and TEAD-YAP inh -13.1.
`O=C(CCc1nnc(CCCc2ccccc2)o1)N1CC[C@@H]2CCCC[C@H]2C1` gave FBW7 act 0.2, MITF primary -2.5, GPR151 activ -1.1 and TEAD-YAP inh -50.8.
`O=C(NCCN1CCCC1)C1(S(=O)(=O)c2ccc(Cl)cc2)CC1` gave FBW7 act 0.2, MITF primary -0.1, GPR151 activ 0.8 and TEAD-YAP inh 5.2.
O=C(c1ccc(F)cc1)N1CCN(Cc2ccccc2Br)CC1 was read as FBW7 act 0.0, MITF primary 49.6, GPR151 activ 0.6 and TEAD-YAP inh 7.2.
Screening Cn1c(Nc2nc(NCc3nc4ccccc4[nH]3)c3ncn(CCN4CCCC4=O)c3n2)nc2ccccc21 returned FBW7 act -0.1, MITF primary 0.7, GPR151 activ 0.9 and TEAD-YAP inh -7.2.
Screening O=C(CC1c2ccccc2Oc2ccccc21)NCC1CCCO1 (stereo not drawn) returned FBW7 act 0.0, MITF primary -20.7, GPR151 activ -0.2 and TEAD-YAP inh -11.9.
`Cc1cccc(NC(=O)CC2Sc3ccccc3NC2=O)c1C` (stereo not drawn) gave FBW7 act 0.2, MITF primary -6.5, GPR151 activ -1.3 and TEAD-YAP inh -0.1.
CSc1ccc(NC(=O)C2CC23CCN(C(=O)Cc2ccn(C)c2)CC3)cc1 (stereo not drawn) was read as FBW7 act 0.1, MITF primary 12.5, GPR151 activ -0.5 and TEAD-YAP inh 0.5.
For O=[N+]([O-])c1ccccc1/C=C/CN1CCN(Cc2ccccc2)CC1 the results were FBW7 act -0.2, MITF primary 47.3, GPR151 activ -2.1 and TEAD-YAP inh 7.5.
O=C(Nc1cc(C(F)(F)F)ccc1Cl)c1ccc(C(=O)C(=O)c2ccccc2)cc1 was read as FBW7 act 0.0, MITF primary -4.7, GPR151 activ 2.8 and TEAD-YAP inh 0.9.
For Cc1ccc(C(=O)Nc2ncnc3sc4c(c23)CCCC4)cc1 the results were FBW7 act 0.0, MITF primary -0.6, GPR151 activ 0.7 and TEAD-YAP inh -3.2.
`CCOC(=O)C(C(=O)OCC)C(O)c1nc2ccccc2n1Cc1ccccc1` (stereo not drawn) gave FBW7 act -0.3, MITF primary -1.7, GPR151 activ 0.7 and TEAD-YAP inh -0.7.
Screening Cc1ccc2c(c1)CC(C(=O)Nc1ccc(-c3cn[nH]c3)cc1OCC(=O)N(C)C)CO2 (stereo not drawn) returned FBW7 act 0.0, MITF primary 5.4, GPR151 activ 0.0 and TEAD-YAP inh -7.7.
Screening CC(C)c1ccc(Cn2nccc2N)cc1 returned FBW7 act 0.3, MITF primary 6.0, GPR151 activ 1.3 and TEAD-YAP inh -0.3.
CCC(=O)Nc1nonc1-c1nc2ccccc2n1N(C(=O)CC)C(=O)CC was read as FBW7 act -0.1, MITF primary 6.1, GPR151 activ -1.1 and TEAD-YAP inh 7.9.
For COc1cccc(C(=O)N2CCC(c3nc4ccncc4c(=O)[nH]3)C2)c1 (stereo not drawn) the results were FBW7 act 0.6, MITF primary 26.5, GPR151 activ -1.9 and TEAD-YAP inh 8.5.
Cc1ccc(NC(=S)N(Cc2ccccc2)Cc2ccc(C(C)(C)C)cc2)cc1 was read as FBW7 act 0.1, MITF primary 0.9, GPR151 activ 1.4 and TEAD-YAP inh -0.2.
`COc1ccc(/C(O)=C2/C(=O)C(=O)N(CCCn3ccnc3)C2c2ccc(F)cc2)cc1` (stereo not drawn) gave FBW7 act -0.1, MITF primary 8.6, GPR151 activ 0.4 and TEAD-YAP inh 0.4.
Screening CC(C)c1ccc(C2Nc3ccccc3NC3=C2C(=O)CC(C)(C)C3)cc1 (stereo not drawn) returned FBW7 act 0.3, MITF primary 0.8, GPR151 activ 0.7 and TEAD-YAP inh 4.9.
For Nc1c(S(=O)(=O)c2ccccc2)c2nc3ccccc3nc2n1CCNC(=O)C1CC1 the results were FBW7 act 0.2, MITF primary 10.8, GPR151 activ -1.9 and TEAD-YAP inh 5.9.
For CC(=O)Nc1nc2ccc(S(=O)(=O)NC(C)=O)cc2s1 the results were FBW7 act -0.1, MITF primary 18.1, GPR151 activ 0.3 and TEAD-YAP inh -1.8.
CCC(=O)Oc1c(OC)cc(/C=C2\N=C(c3cccs3)OC2=O)cc1OC was read as FBW7 act 0.7, MITF primary 13.8, GPR151 activ -0.1 and TEAD-YAP inh 5.5.
Screening COc1ccc(/C(O)=C2\C(=O)C(=O)N(CCN3CCOCC3)C2c2ccc(C)cc2)cc1 (stereo not drawn) returned FBW7 act -0.5, MITF primary -2.1, GPR151 activ -0.3 and TEAD-YAP inh -9.6.
For O=C1C2CC=C(Cl)CC2C(=O)N1CCCCO (stereo not drawn) the results were FBW7 act 0.0, MITF primary 20.1, GPR151 activ 0.0 and TEAD-YAP inh -2.2.
For O=C(NCC1CCCO1)c1ccc(S(=O)(=O)N2CCOCC2)cc1 (stereo not drawn) the results were FBW7 act -0.1, MITF primary 9.9, GPR151 activ -0.5 and TEAD-YAP inh 12.0.
Screening COc1ccc(/C=C/C(=O)OCC#N)cc1 returned FBW7 act -0.2, MITF primary 1.5, GPR151 activ 0.1 and TEAD-YAP inh -5.3.
CCC(=O)N(c1ccc2c(c1)CCN2C(C)=O)C1CCN(C(C)=O)CC1 was read as FBW7 act 0.0, MITF primary -2.4, GPR151 activ -1.4 and TEAD-YAP inh 8.7.
Screening Cc1cc(C)n(C(=O)c2ccccc2[N+](=O)[O-])n1 returned FBW7 act 0.8, MITF primary 16.5, GPR151 activ -0.4 and TEAD-YAP inh -13.4.
Screening COc1ccccc1CNc1c(-c2ccc(C)c(C)c2)c(=O)c1=O returned FBW7 act 0.1, MITF primary -6.1, GPR151 activ -2.5 and TEAD-YAP inh -4.0.

At a glance, some entries already given.
For CC(=O)Nc1nc2ccc(S(=O)(=O)NC(C)=O)cc2s1 the results were FBW7 act -0.1, MITF primary 18.1, GPR151 activ 0.3 and TEAD-YAP inh -1.8.
CCC(=O)Oc1c(OC)cc(/C=C2\N=C(c3cccs3)OC2=O)cc1OC was read as FBW7 act 0.7, MITF primary 13.8, GPR151 activ -0.1 and TEAD-YAP inh 5.5.
Screening COc1ccc(/C(O)=C2\C(=O)C(=O)N(CCN3CCOCC3)C2c2ccc(C)cc2)cc1 (stereo not drawn) returned FBW7 act -0.5, MITF primary -2.1, GPR151 activ -0.3 and TEAD-YAP inh -9.6.
For O=C1C2CC=C(Cl)CC2C(=O)N1CCCCO (stereo not drawn) the results were FBW7 act 0.0, MITF primary 20.1, GPR151 activ 0.0 and TEAD-YAP inh -2.2.
For O=C(NCC1CCCO1)c1ccc(S(=O)(=O)N2CCOCC2)cc1 (stereo not drawn) the results were FBW7 act -0.1, MITF primary 9.9, GPR151 activ -0.5 and TEAD-YAP inh 12.0.
Screening COc1ccc(/C=C/C(=O)OCC#N)cc1 returned FBW7 act -0.2, MITF primary 1.5, GPR151 activ 0.1 and TEAD-YAP inh -5.3.
CCC(=O)N(c1ccc2c(c1)CCN2C(C)=O)C1CCN(C(C)=O)CC1 was read as FBW7 act 0.0, MITF primary -2.4, GPR151 activ -1.4 and TEAD-YAP inh 8.7.
Screening Cc1cc(C)n(C(=O)c2ccccc2[N+](=O)[O-])n1 returned FBW7 act 0.8, MITF primary 16.5, GPR151 activ -0.4 and TEAD-YAP inh -13.4.
Screening COc1ccccc1CNc1c(-c2ccc(C)c(C)c2)c(=O)c1=O returned FBW7 act 0.1, MITF primary -6.1, GPR151 activ -2.5 and TEAD-YAP inh -4.0.

Remaining list, next part.
COC(=O)c1cccc(NS(=O)(=O)c2ccc(OC)c(Cl)c2)c1C was read as FBW7 act 1.1, MITF primary 20.9, GPR151 activ -2.1 and TEAD-YAP inh -7.8.
Cc1ccnc2nc(C(=O)OCC(=O)Nc3ccccc3C(C)(C)C)nn12 was read as FBW7 act 0.0, MITF primary 4.2, GPR151 activ -0.9 and TEAD-YAP inh 12.0.
`CCOc1ccc(Cl)cc1S(=O)(=O)N1CCN(c2ccccc2)CC1` gave FBW7 act 0.5, MITF primary 7.2, GPR151 activ -0.7 and TEAD-YAP inh 7.4.
Screening CS(=O)(=O)N(CC(=O)NC1CC1)c1cccc(C(F)(F)F)c1 returned FBW7 act 0.0, MITF primary -4.1, GPR151 activ -0.2 and TEAD-YAP inh 10.0.
For COc1ccc(C)cc1NC(=O)c1ccccc1N(C)S(=O)(=O)c1ccccc1 the results were FBW7 act 0.1, MITF primary 6.3, GPR151 activ 0.2 and TEAD-YAP inh 5.0.
Screening O=C(Nc1ccccc1)c1cnc(N2CCOCC2)nc1 returned FBW7 act 0.6, MITF primary 0.6, GPR151 activ -4.3 and TEAD-YAP inh -59.5.
Screening CCOC(=O)C1CCCN(c2oc(-c3ccc(Cl)cc3)nc2C#N)C1 (stereo not drawn) returned FBW7 act -0.5, MITF primary -2.5, GPR151 activ 2.1 and TEAD-YAP inh 0.1.
Screening COc1ccccc1NC(=O)Cc1noc2ccc(C)cc12 returned FBW7 act 0.8, MITF primary 4.8, GPR151 activ -2.3 and TEAD-YAP inh 0.4.
For O=C(Nc1ccccc1Cl)/C(=C/c1cccc([N+](=O)[O-])c1)NC(=O)c1ccccc1F the results were FBW7 act -0.1, MITF primary -4.8, GPR151 activ 0.3 and TEAD-YAP inh 7.7.
CCOc1ccc(N(CC(=O)Nc2ccc3c(c2)OCO3)S(=O)(=O)c2ccc(SC)cc2)cc1 was read as FBW7 act -0.1, MITF primary -19.7, GPR151 activ 1.4 and TEAD-YAP inh 7.4.
For COC(=O)Cn1ncc(N2C3CC(CC(C)(C)C3)C2C)c(Cl)c1=O (stereo not drawn) the results were FBW7 act 0.2, MITF primary 3.2, GPR151 activ -1.1 and TEAD-YAP inh -6.5.
`COc1ccc2c(c1)cc1n2CCN2CCN=C12` gave FBW7 act 0.1, MITF primary -8.2, GPR151 activ -4.9 and TEAD-YAP inh -5.3.
For Cc1cc2nc(Cc3cccc(F)c3)c(=O)[nH]c2cc1C the results were FBW7 act 0.0, MITF primary 3.8, GPR151 activ -0.6 and TEAD-YAP inh -3.9.
For O=C1N=C(N2CCOCC2)S/C1=C\c1ccco1 the results were FBW7 act -0.4, MITF primary 4.8, GPR151 activ -1.2 and TEAD-YAP inh -0.7.
Screening CCCC(=O)N=c1sc2cc(C)ccc2n1CCOC returned FBW7 act -0.1, MITF primary 0.5, GPR151 activ 0.5 and TEAD-YAP inh -9.8.
O=S(=O)(Nc1ccc(O)c2ccccc12)c1ccc2ccccc2c1 was read as FBW7 act 0.1, MITF primary 14.8, GPR151 activ -1.0 and TEAD-YAP inh 1.6.
`C=CCn1c(=NC(=O)CN2C(=O)CCC2=O)sc2c3ccccc3ccc21` gave FBW7 act 0.0, MITF primary 14.9, GPR151 activ 0.8 and TEAD-YAP inh 0.2.
For O=C(c1cccn2c(=O)c3cc4ccccc4cc3nc12)N1CCN(c2ncccn2)CC1 the results were FBW7 act -0.1, MITF primary -0.8, GPR151 activ -2.5 and TEAD-YAP inh -25.4.
`CCCOc1c(OC)cccc1C1C(C(=O)OC)=CN(CCC)C=C1C(=O)OC` gave FBW7 act 0.1, MITF primary 0.6, GPR151 activ -0.4 and TEAD-YAP inh -7.5.
For COc1ccc(CCNC(=O)CCCn2c(SCc3ccc(Cl)cc3)nc3ccccc3c2=O)cc1OC the results were FBW7 act 0.5, MITF primary 9.5, GPR151 activ -0.3 and TEAD-YAP inh 4.8.

Screens as filed in PubChem.
